RGS4 inh: blocks human RGS4-accelerated GTP hydrolysis. AID 504845. P49798. 0.039% of 390,000 active. Potency, µM (titrated, usually from 114 µM), without a hit: at the highest dose activity change, negative = inhibition, actives largely listed as inhibitors. Transcreener GDP fluorescence polarization, RGS4-accelerated GTP hydrolysis; note: % is set by controls: 0 for no effect and ±100 for the full control effect; nearly all actives have a fitted effect of over 75% in size; some results filed as inactive show a strong effect at the top dose
Target sequence (P49798 whole entry, looked up): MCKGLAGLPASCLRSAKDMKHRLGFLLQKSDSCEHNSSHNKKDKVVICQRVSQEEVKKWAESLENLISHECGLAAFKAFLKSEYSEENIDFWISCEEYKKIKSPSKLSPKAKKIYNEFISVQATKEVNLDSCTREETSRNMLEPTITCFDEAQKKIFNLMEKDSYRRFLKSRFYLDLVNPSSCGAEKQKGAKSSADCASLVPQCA
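MLSMR compounds (23 nl, pin-transferred) preincubated 10 min at room temperature with a 500nM (2x) first reagent, then RGS4 at 900nM (2x) plus Transcreener GDP mix added; fluorescence polarization (620/688 nm) read before and after 90 min at 30 °C.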
TrxR1 inh: blocks rat thioredoxin reductase 1. recombinant rTrxR1, NADPH fluorescence consumption, selenite substrate. Potency, µM (doses to about 114 µM), for the others: top-dose activity change, negative = inhibition, actives largely listed as inhibitors. 1% of 390,000 active. AID 588453; note: % is set by controls: 0 for no effect and ±100 for the full control effect; nearly all actives have a fitted effect of over 65% in size
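Rat TrxR1 (90 nM in the dispensed reagent) was pre-reduced with 400 uM NADPH for 5 min at room temperature, then incubated with compound for 15 min. After 400 uM selenite was added, NADPH fluorescence (Ex 340/Em 450 nm) was followed for 8 min.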
TrxR1 substrate: substrates of rat thioredoxin reductase 1 | purified TrxR1 substrate turnover, NADPH consumption readout | O89049 | Potency, µM (highest dose often 114 µM), inactives show at the highest dose activity change, negative = substrate turnover | 0.01% of 390,000 active; note: % is set by controls: 0 for no effect and ±100 for the full control effect; nearly all actives have a fitted effect of over 50% in size
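Rat TrxR1, dispensed at 90 nM, was prereduced with 400 uM NADPH (final) for 5 min at ~22 deg C, then incubated with compound 15 min before 400 uM selenite. A first-read NADPH fluorescence drop versus no-compound background flagged substrates.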
RXFP1 ag: agonists of human relaxin receptor RXFP1 | Q9HBX9 | HEK293T-RXFP1 cAMP TR-FRET, 30 min; response scale: percent of porcine relaxin response, buffer zero | Potency, µM (series often up to 57.5 µM), without a hit: top-dose activation, most hits filed as activators | 0.3% of 370,000 active | AID 2676; note: % is set by controls: 0 for no effect and ±100 for the full control effect; nearly all actives have a fitted effect of over 60% in size; many of its hits are not listed in these tables
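cAMP rise read by TR-FRET after 30 min, 37C compound exposure (up to 58 uM) in RXFP1-transfected HEK293 cells with Ro 20174 present. EC50 from Hill-equation fits, with 29 nM porcine relaxin as 100% and buffer as basal.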
USP1-UAF1 inh: USP1/UAF1 (human) deubiquitinase inhibition | Potency, µM (series often up to 57.1 µM), without a hit: at the highest dose activity change, negative = inhibition, hits mostly inhibitors | O94782 | 0.23% of 390,000 active | recombinant USP1/UAF1, Ub-Rhodamine cleavage fluorescence | AID 743255; note: % is set by controls: 0 for no effect and ±100 for the full control effect; nearly all actives have a fitted effect of over 60% in size; inactives centre near -12
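USP1/UAF1 complex at 1 nM was preincubated with compound for 15 min at room temperature, then Ub-Rho substrate (150nM final) was added. Fluorescence (480/540 nm) was read kinetically, 6 reads every 60 seconds.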
Vif-APOBEC3F blk: Vif-A3F binding inhibition. HeLa A3F-eYFP + Vif (tagged APOBEC3F with the HIV-1 protein that degrades it), YFP fluorescence increase. Potency, µM (doses to about 46.1 µM), for inactives: top-dose activity, negative = active. 0.2% of 390,000 active; note: % of control where 0% means no effect; nearly all actives have a fitted effect of over 65% in size
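Fluorescence increase (Ex 488/Em 500-530) after overnight compound treatment at 37 deg C flags inhibition of Vif-driven A3F-eYFP loss in stable HeLa A3F-eYFP/Vif cells seeded overnight beforehand.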
mIDH1 inhibitor: human IDH1 R132H inhibition; O75874; IDH1-R132H enzyme, NADPH consumption, diaphorase/resazurin fluorescence; Potency, µM (highest dose often 76.6 µM), for the others: top-dose activity change, negative = inhibition, usual class: inhibitors; 0.093% of 390,000 active; note: % is set by controls: 0 for no effect and ±100 for the full control effect; nearly all actives have a fitted effect of over 65% in size
Target sequence (O75874 whole entry R132H, stated change not applied): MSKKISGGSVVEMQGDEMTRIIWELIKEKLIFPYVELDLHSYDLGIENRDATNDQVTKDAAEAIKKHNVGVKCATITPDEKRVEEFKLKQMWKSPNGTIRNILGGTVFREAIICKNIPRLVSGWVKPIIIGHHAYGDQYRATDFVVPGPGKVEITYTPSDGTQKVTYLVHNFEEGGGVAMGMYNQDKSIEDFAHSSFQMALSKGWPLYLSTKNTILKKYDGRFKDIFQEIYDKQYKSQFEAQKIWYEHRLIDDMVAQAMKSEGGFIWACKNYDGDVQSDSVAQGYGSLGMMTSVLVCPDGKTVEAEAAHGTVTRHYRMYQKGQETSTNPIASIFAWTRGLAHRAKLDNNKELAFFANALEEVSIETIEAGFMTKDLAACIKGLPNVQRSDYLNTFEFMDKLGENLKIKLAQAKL
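IDH1-R132H (0.5 ug/mL) preincubated 30 min with compound, then NADPH (0.016 mM) and alpha-KG (2 mM) added; 80 min at RT, pH 7.5. Remaining NADPH coupled via diaphorase/resazurin to fluorescence (540/590 nm); concentration-response curves normalized to no-enzyme control.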
Vif-APOBEC3G blk: inhibitors of Vif-APOBEC3G interaction; Q9HC16; HeLa A3G-eYFP + Vif (tagged APOBEC3G with the HIV-1 protein that degrades it), YFP fluorescence, overnight; Potency, µM (doses to about 46.1 µM), inactives show at the highest dose activity, negative = active, hits mostly inhibitors; 0.076% of 410,000 active; AID 602310;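 note: % is set by controls: 0 for no effect and ±100 for the full control effect; nearly all actives have a fitted effect of over 60% in size; hits raise eYFP signal because A3G escapes Vif-driven loss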
Target sequence (Q9HC16 whole entry, looked up): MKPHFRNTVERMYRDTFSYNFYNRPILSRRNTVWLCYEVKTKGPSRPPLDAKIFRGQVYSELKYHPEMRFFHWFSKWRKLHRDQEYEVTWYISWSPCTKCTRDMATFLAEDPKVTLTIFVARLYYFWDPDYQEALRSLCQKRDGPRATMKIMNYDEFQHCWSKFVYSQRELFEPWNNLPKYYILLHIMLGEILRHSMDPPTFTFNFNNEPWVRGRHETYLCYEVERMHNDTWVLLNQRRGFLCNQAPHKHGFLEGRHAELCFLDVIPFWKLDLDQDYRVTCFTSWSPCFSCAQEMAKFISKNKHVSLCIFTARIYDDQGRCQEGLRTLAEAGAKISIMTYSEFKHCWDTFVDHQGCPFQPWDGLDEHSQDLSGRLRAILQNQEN
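HeLa cells stably expressing Vif and C-terminally eYFP-tagged A3G, seeded overnight at 37 deg C, then exposed to compound by pintool overnight at 37 deg C. Rise in yellow fluorescence (Ex 488/Em 500-530, Acumen) marks blocked Vif-driven A3G degradation.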
ALOX12 inh: blocks human arachidonate 12S-lipoxygenase. 1.1% of 580,000 active. AID 1671190. purified 12hLO, xylenol orange hydroperoxide absorbance. P18054. Potency, µM (series often up to 108 µM), for inactives: at the top dose activity change, negative = inhibition, usual class: inhibitors; note: % is set by controls: 0 for no effect and ±100 for the full control effect
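Purified human 12hLO (150 nM final) in 25 mM Hepes, 0.01% Triton X-100, pH 7.0 was preincubated 15 min at room temperature with compound. Then 40 uM arachidonic acid was added, 30 min. Hydroperoxide was read by Fe-XO absorbance ratio 573/405 nm.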
Numbers without * were called inactive; ? = inconclusive; . = not tested or not shown; & = joins results of further samples; [ ] = another dose, or the depositor's remark. Calls come from the whole dose curve; as a rule, active = well fitted curve in the direction sought with a large enough effect; inconclusive = small, poorly fitted or top-dose-only effect, or another doubt; inactive = no such curve, though single readings can be large; an effect the other way counts as inactive or inconclusive. Potency is the fitted concentration of half-maximal effect.

Second line of a record – USP1-UAF1 inh, mIDH1 inhibitor, Vif-APOBEC3G blk, RGS4 inh, Vif-APOBEC3F blk, TrxR1 inh, TrxR1 substrate, RXFP1 ag, ALOX12 inh
O=C(NCCCN1CCCCCC1)C1CC(=O)N(CCc2ccccc2)C1 (stereo not given)
 : -15.5%, 8.3%, 3.9%, -34.8%, 0.0%, -16.6%, -2.1%, -1.1%, 16.1%
CCSc1ncc(Cl)c(C(=O)Nc2ccc(S(=O)(=O)Nc3nccc(C)n3)cc2)n1
 : -11.3%, ?, -2.1%, -18.8%, 0.2%, 10.5%, -3.1%, 27.6%, ?
COc1ccc(-c2noc(-c3cc(-c4ccc(F)cc4)n[nH]3)n2)cc1
 : ?, -6.7%, 1.0%, -11.0%, -1.5%, 5.5%[57.1 µM], -3.7%[57.1 µM], 1.6%, 3.3%&-16.8%
O=C(/C=C/c1ccc(-c2ccc(F)cc2)o1)N1CCCC1
 : -13.3%, 8.9%, -5.0%, -1.8%, -1.3%, -15.0%, 1.9%, 0.4%, 81.9%[activator]
NS(=O)(=O)c1ccc(CCNc2ccc(C(F)(F)F)cn2)cc1
 : -16.6%, -0.6%, 1.2%, 3.3%, 11.1%, 15.8%[57.1 µM], 9.1%, 1.3%, -6.9%
COc1cccc(CNC(=O)CCc2ccc(OC)c(OC)c2)c1
 : 2.4%, 2.7%, -0.5%, 19.3%, -9.3%, 9.2%, 5.2%[57.1 µM], -2.4%, -5.3%
CCN1CCN(CC(=O)N2N=CCC2c2ccccc2)CC1 (stereo not given)
 : 1.7%, -6.2%, 0.9%, 20.4%, 4.9%, 9.3%, -3.2%, 3.9%, -17.6%
CN1CCN(C(=S)NC(=O)/C=C/c2cccc3ccccc23)CC1
 : -6.1%, 2.8%, 3.5%, -14.0%, 0.0%, -19.6%, -5.1%, 1.2%, -19.1%
CC(NC(=O)c1ccc(CS(=O)(=O)Cc2ccccc2F)o1)c1ccc2c(c1)OCCO2 (stereo not given)
 : -6.4%, -4.7%, -2.3%, -16.1%, -11.1%, -33.8%, 3.0%, -2.9%, 13.6%
Cc1nc2ccccn2c(=O)c1NC(=O)COc1ccccc1
 : -24.8%, 9.9%, -0.4%, ., -2.2%, ., ., ., 1.0%
Cc1ccc(S(=O)(=O)/C=C2\NC(=O)CS2)cc1
 : -19.4%, -0.1%, 2.8%, -2.7%, 1.4%, -19.9%, -1.1%, 0.9%, -29.0%
Clc1ccccc1N1CCN(Cc2ccc(Br)o2)CC1
 : -18.7%, 0.0%, 1.4%, -4.9%, 11.4%, 13.7%[57.1 µM], 11.3%[57.1 µM], ., ?
CCC(C(=O)Nc1ncn[nH]1)(C(F)(F)F)C(F)(F)F
 : 5.5%, 0.6%, 1.4%, 24.8%[11.4 µM], 1.9%, -11.7%, 8.0%[57.1 µM], -0.5%, 3.0%
Cn1c(=O)[nH]c2c(c(C(=O)O)nn2C)c1=O
 : -31.6%, 3.8%, 2.5%, 10.9%, ?, 12.2%, 6.6%, ., -0.8%
COC(=O)c1cccc(CSc2nnc(-c3ccco3)n2-c2ccccc2)c1
 : -19.7%, 1.4%, -6.8%, -39.4%, -10.9%, 0.3%, 0.2%, 1.3%, -13.6%
N#Cc1ccc(S(=O)(=O)N2CCN(C(=O)C3CC(=O)N(c4ccc5c(c4)OCCO5)C3)CC2)cc1 (stereo not given)
 : -4.2%, 0.3%, -0.5%, -28.7%, -11.0%, 7.6%, -4.8%, 1.7%, 372.5%[activator]
N#Cc1ccc(/C=N/N=C(N)N)cc1
 : -7.7%, 3.3%, -1.6%, -6.7%, -11.2%, -11.9%, -13.7%, -2.2%, 54.8%&3.2%
Cc1ccc(C)c(S(=O)(=O)N2CCN(Cc3cc4c(cc3O)OCO4)CC2)c1
 : -17.9%, 9.8%, 3.0%, 6.8%, 1.7%, ?, -7.0%, -2.9%, -8.1%
N#Cc1ccccc1COC(=O)c1cc(=O)c2ccccc2o1
 : -16.9%, -2.7%, -4.0%, 24.0%, -5.5%, 4.6%, -0.8%, 0.6%, -9.2%
CSCCC(NC(N)=O)C(=O)NCc1ccccc1Cl (stereo not given)
 : -19.9%, 3.9%, 4.8%, -10.2%, -16.4%, -15.6%, -9.6%, -4.0%, 0.0%

5 successive records already listed:
Second line of a record – USP1-UAF1 inh, mIDH1 inhibitor, Vif-APOBEC3G blk, RGS4 inh, Vif-APOBEC3F blk, TrxR1 inh, TrxR1 substrate, RXFP1 ag, ALOX12 inh
O=C(NCCCN1CCCCCC1)C1CC(=O)N(CCc2ccccc2)C1 (stereo not given)
 : -15.5%, 8.3%, 3.9%, -34.8%, 0.0%, -16.6%, -2.1%, -1.1%, 16.1%
CCSc1ncc(Cl)c(C(=O)Nc2ccc(S(=O)(=O)Nc3nccc(C)n3)cc2)n1
 : -11.3%, ?, -2.1%, -18.8%, 0.2%, 10.5%, -3.1%, 27.6%, ?
COc1ccc(-c2noc(-c3cc(-c4ccc(F)cc4)n[nH]3)n2)cc1
 : ?, -6.7%, 1.0%, -11.0%, -1.5%, 5.5%[57.1 µM], -3.7%[57.1 µM], 1.6%, 3.3%&-16.8%
O=C(/C=C/c1ccc(-c2ccc(F)cc2)o1)N1CCCC1
 : -13.3%, 8.9%, -5.0%, -1.8%, -1.3%, -15.0%, 1.9%, 0.4%, 81.9%[activator]
NS(=O)(=O)c1ccc(CCNc2ccc(C(F)(F)F)cn2)cc1
 : -16.6%, -0.6%, 1.2%, 3.3%, 11.1%, 15.8%[57.1 µM], 9.1%, 1.3%, -6.9%

(cont.)
Second line of a record – USP1-UAF1 inh, mIDH1 inhibitor, Vif-APOBEC3G blk, RGS4 inh, Vif-APOBEC3F blk, TrxR1 inh, TrxR1 substrate, RXFP1 ag, ALOX12 inh
CC(C)[C@H](NC(=O)c1ccc(F)cc1)C(=O)OCC(=O)NC(=O)c1cccn1C
 : -8.3%, 11.3%, 4.4%, -11.2%, -0.2%, -3.1%, 6.4%, 0.6%, -4.9%
CC(=O)c1c(N2CCOCC2)nc(=O)n(-c2ccccc2)c1C
 : -30.7%, 6.7%, -1.5%, 2.2%, -0.3%, -8.1%, 3.1%, 2.1%, -23.7%[57.4 µM]
Cn1c(=O)c2c(nc(CN3CCN(CCO)CC3)n2Cc2cccc3ccccc23)n(C)c1=O
 : -10.3%, 1.0%, 1.8%, -13.4%, -1.7%, 12.2%, -1.4%, 1.0%, 0.2%
Clc1ccccc1Cn1nnc2c(NCCN3CCOCC3)ncnc21
 : 0.6%, 2.2%, -5.5%, 24.2%, 0.6%, -0.1%, 6.1%, 0.7%, 0.0%
CC(NS(=O)(=O)c1ccc(Br)cc1)C(=O)NCC1CCCO1 (stereo not given)
 : ?, 2.0%, 0.4%, -2.8%, 2.1%, 13.2%, 2.6%, 3.1%, 0.0%
NC1=NC[C@H](c2ccccc2)N1CCc1cccc(F)c1
 : ?, 4.1%, 5.4%, 3.2%, 2.4%, 23.5%, 0.7%, 0.0%, 0.0%
O=S1(=O)CCN(Cc2cccnc2)CC1
 : 6.2%, -1.9%, 0.1%, ., -5.7%, ., ., ., -4.1%
CC1=C(C(=O)NCc2ccccc2)C(c2ccc(C)o2)n2ncnc2N1 (stereo not given)
 : -11.6%, -1.5%, 2.5%, 9.0%, 3.5%, 5.3%, 6.4%, 0.4%, -15.0%
CCOc1ccc(CN2C(=O)c3ccccc3Sc3ccc(C(=O)NCCCN4CCOCC4)cc32)cc1
 : -8.2%&-28.5%, -1.1%&11.0%, ?, 7.5%&10.9%, -24.7%&-1.2%, -24.1%&10.0%, -11.4%&0.1%, -3.2%&1.3%, -22.3%&-26.5%
Cc1ccc(CNc2ccc(S(=O)(=O)N3CCOCC3)cc2[N+](=O)[O-])cc1
 : -3.3%, -2.4%, -1.1%, 2.5%, -4.2%, -7.9%, -11.0%, 1.8%, -0.2%
Cc1ccc(S(=O)(=O)N2CCC(C(=O)NC3CC3)CC2)cc1
 : -19.6%, 0.0%, 1.5%, 9.9%, -7.8%, 20.3%, 17.5%, 1.3%, -0.9%
O=c1c2sccc2n(Cc2cc(=O)n3ccccc3n2)c(=O)n1-c1cccc(C(F)(F)F)c1
 : -17.0%, 9.6%, -4.4%, -2.2%, -0.7%, 15.8%, 24.9%, 11.0%, -15.0%
COc1cc2c(cc1NC(=O)Nc1cccc(C)c1)oc1ccccc12
 : ?, -0.8%, 0.7%, -2.8%[11.4 µM], -0.8%, 38.8%[57.1 µM], 46.6%[activator], 1.3%, 0.0%
O=C(COC(=O)CCCN1C(=O)c2ccccc2C1=O)Nc1cc(Cl)cc(Cl)c1
 : -24.8%, 3.9%, -6.3%, 10.7%, 0.9%, 21.6%, -0.5%, 0.3%, -24.1%
COc1cccc(NC(=O)Cn2c(=O)n(-c3ccc(CC(=O)NCC4CCCO4)cc3)c(=O)c3ccccc32)c1 (stereo not given)
 : -16.0%, 2.3%, 6.6%, -10.4%, -3.8%, 11.8%, 0.2%, 2.2%, -29.3%

This is a subset; count on the stated rates, not on these rows.
